# Bioassay records from PubChem BioAssay.
# MCL1-BIM inh: inhibitors of MCL1 binding to BIM-BH3, primary screen, biochemical, fluorescence polarization; Induced myeloid leukemia cell differentiation protein Mcl-1 (Homo sapiens), Q07820; GST-MCL1 / FITC-Bim-BH3 fluorescence polarization; inhibition, % at 10.9 µM; 320,000 tested, 0.68% active; AID 2057, 2009;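 active = inhibition above the mean inhibition of all tested compounds plus 3 SD, set per campaign, cut at about 40% in these data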;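 note: 0% = DMSO wells and 100% = unlabeled Bim-BH3 peptide control; higher means more loss of mP so more displacement of Bim peptide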
# Target sequence (Q07820 whole entry, looked up): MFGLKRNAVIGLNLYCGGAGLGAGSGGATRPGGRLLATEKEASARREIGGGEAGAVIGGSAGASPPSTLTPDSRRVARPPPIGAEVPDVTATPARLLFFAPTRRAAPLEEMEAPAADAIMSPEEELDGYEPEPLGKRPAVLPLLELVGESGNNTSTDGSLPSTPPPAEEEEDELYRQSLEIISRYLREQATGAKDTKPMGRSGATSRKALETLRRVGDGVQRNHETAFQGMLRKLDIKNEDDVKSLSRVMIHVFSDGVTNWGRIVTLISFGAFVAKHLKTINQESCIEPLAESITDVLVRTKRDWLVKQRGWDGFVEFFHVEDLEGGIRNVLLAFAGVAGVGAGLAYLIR
# Efflux pump mplx: inhibitors of Candida efflux pumps in yeast, primary screen, S. cerevisiae, Nile Red, multiplex. inhibition, % at 10 µM. S. cerevisiae Candida pump triplex. 330,000 tested, 0.44% active;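 active = plate passing quality check with inhibition over a set limit, or well fluorescence over plate mean plus 4 SD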;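 note: Nile Red retained in pooled yeast measured as flow cytometry median fluorescence; 0% = buffer negative control and 100% = Enniatin B positive control; higher means more Nile Red kept so more efflux inhibition; some compounds called inactive have numbers as strong as hits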
# Bcl-xL primary: inhibitors of human Bcl-xL, primary screen, biochemical, fluorescence polarization, HTS. 320,000 tested, 0.7% active. inhibition, % at 10.9 µM. AID 2129, 2009. GST-Bcl-xL / FITC-Bim BH3 peptide fluorescence polarization;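 active = inhibition above the mean of all tested compounds plus 3 SD, cutoff set per campaign, cut at about 30% in these data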;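 note: 0% = DMSO wells and 100% = unlabeled Bim-BH3 peptide competitor; inhibitors lower millipolarization by displacing the labeled peptide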
# Target sequence (Q07817 whole entry, looked up): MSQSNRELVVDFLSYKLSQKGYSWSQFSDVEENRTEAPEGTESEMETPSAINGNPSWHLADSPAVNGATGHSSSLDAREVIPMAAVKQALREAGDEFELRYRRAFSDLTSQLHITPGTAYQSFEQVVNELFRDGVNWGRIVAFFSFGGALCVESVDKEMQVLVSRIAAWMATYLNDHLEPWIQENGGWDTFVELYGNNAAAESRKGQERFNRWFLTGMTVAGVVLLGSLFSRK
# GLD-1 TGE inh: GLD-1/TGE RNA complex disruptors, primary screen, biochemical, fluorescence polarization. purified GLD-1 + fluorescein TGE RNA. inhibition, % at 5.96 µM. 320,000 tested, 0.44% active. AID 2280, 2010;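 active = percent inhibition above a per-plate cutoff, the plate mean of test compounds plus 3 SD, cut at about 30% in these data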;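 note: 0% = DMSO wells with GLD-1 and probe and 100% = wells lacking GLD-1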
# Target sequence (Q17339 whole entry, looked up): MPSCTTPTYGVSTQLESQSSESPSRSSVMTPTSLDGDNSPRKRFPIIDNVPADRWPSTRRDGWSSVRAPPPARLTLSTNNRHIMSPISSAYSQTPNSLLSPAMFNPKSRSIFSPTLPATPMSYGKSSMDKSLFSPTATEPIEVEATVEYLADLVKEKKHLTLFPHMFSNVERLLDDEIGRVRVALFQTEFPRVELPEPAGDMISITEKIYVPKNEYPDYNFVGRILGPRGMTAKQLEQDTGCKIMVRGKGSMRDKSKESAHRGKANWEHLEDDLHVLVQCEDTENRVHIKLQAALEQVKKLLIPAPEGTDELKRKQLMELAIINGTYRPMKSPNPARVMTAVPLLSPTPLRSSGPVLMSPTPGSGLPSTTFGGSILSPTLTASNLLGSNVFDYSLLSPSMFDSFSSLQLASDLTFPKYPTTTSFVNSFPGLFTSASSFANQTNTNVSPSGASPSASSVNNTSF
# PME-1 primary: PME-1 inhibitors via competitive probe labeling, primary screen, biochemical, fluorescence polarization, FP-Rh probe, HTS | Protein phosphatase methylesterase 1 (Homo sapiens), Q9Y570 | inhibition, % at 5.9 µM | AID 2130, 2009 | recombinant PME-1 | 320,000 tested, 0.53% active;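 active = inhibition above the campaign mean of all compounds plus 3 SD, cut at about 26% in these data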;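 note: competitive labeling of PME-1 active site by serine hydrolase directed probe; 0% = PME-1 with DMSO and 100% = wells lacking PME-1 enzyme; inhibitors block probe labeling so polarization falls and inhibition rises; many of its hits are not listed in these tables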
# MEX-5 binding: MEX-5 zinc finger RNA-binding disruptors – biochemical, C. elegans, fluorescence polarization, MLPCN library, primary screen; MEX-5/FITC-TCR2 RNA binding; active compounds read low; 300,000 tested, 0.38% active; Zinc finger protein mex-5 (Caenorhabditis elegans), Q9XUB2; activity score (negative = inhibition of binding), % at 10 µM;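 active = inhibition past about -25% in most replicates, and total fluorescence under double the plate's negative control median, limit read from the data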;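 note: 0% = DMSO and -100% = 5 µM competing unlabeled TCR2 RNA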
# VLA-4 inh: inhibition in human VLA-4 binding assay, primary screen, VLA-4 allosteric modulator project, MLPCN library, flow cytometry, VLA-4 expressing cells | Integrin alpha-4 (Homo sapiens), P13612 | ligand binding flow cytometry | inhibition, % (about 7 µM as worked out from the volumes in the protocol) | 330,000 tested, 0.2% active | AID 2557, 2010; in the data active = inhibition above about 50%
# Fam108B inh: mouse Fam108B serine hydrolase inhibitors, primary screen, counter-screen for RBBP9 inhibitor project, biochemical, fluorescence polarization; recombinant Fam108B, FP-Rh probe fluorescence polarization; inhibition, % at 9.51 µM; 300,000 tested, 0.33% active; AID 1947, 2009;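 active = inhibition above the screen mean inhibition plus 3 SD, computed separately per campaign, cut at about 18% in these data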;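 note: inhibitors lower polarization as less probe binds the enzyme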
# GRK2 inh: compounds blocking aptamer binding on GRK2 – biochemical, human GRK2, bead flow cytometry, HTS, primary screen; Beta-adrenergic receptor kinase 1 (Homo sapiens), P25098; FAM-aptamer displacement from GRK2; inhibition of aptamer binding, % at 10 µM; 330,000 tested, 0.59% active;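 active = inhibition of aptamer binding above 40%, roughly 3 SD of noise, on plates passing a quality check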;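 note: median bead fluorescence of bound FAM aptamer so fluorescent compounds give negative values; no value below 0 was filed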
# Numbers without * were called inactive; . = not tested or not shown. These rows are one share of the data, so the mix of outcomes need not match the whole.
SMILES,MCL1-BIM inh,Efflux pump mplx,Bcl-xL primary,GLD-1 TGE inh,PME-1 primary,MEX-5 binding,VLA-4 inh,Fam108B inh,GRK2 inh
CCCCn1c(SCC(=O)N2CC(=O)Nc3ccccc32)nnc1-c1ccoc1C,0,0.1,1,2,6,-2.9,6,1,1
COc1cccc(Oc2cn[nH]c2-c2ccc(O)cc2O)c1,0,-0.1,3,6,15,-7.9,-6,6,5
Cc1coc2c(C)c3oc(=O)c(CCC(=O)N[C@@H](C)C(=O)N[C@@H](Cc4ccccc4)C(=O)O)c(C)c3cc12,6,-0.2,9,5,-10,-0.4,-23,-2,0
Cc1ccc(S(=O)(=O)NC(=O)c2ccccc2C)cc1,4,-0.1,1,0,3,-0.6,16,3,0
COCCCn1c2nc3ccccc3nc2c2c(=O)n(-c3ccccc3OC)cnc21,-1,0.0,-2,6,1,-1.8,-23,0,1
Cc1ccc(S(=O)(=O)NCCNC(=O)CN2CCOCC2)cc1,-2,-0.1,2,4,-8,-1.3,17,5,0
CCCc1cc(=O)n2[nH]c(C)nc2n1,4,-0.1,-2,-7,1,-3.7,17,-1,0
Cc1csc(N/N=C/c2c(F)cccc2Cl)n1,-1,0.0,2,1,-4,1.4,-4,-4,1
CCN(CC)S(=O)(=O)c1ccc(NC(=O)c2ccccc2N(C)S(C)(=O)=O)cc1,11,-0.1,3,6,6,-0.6,6,1,0
Oc1ccc(C23CC4CC(CC(C4)C2)C3)cc1O,29,0.0,12,0,-2,-9.3,17,-5,3
CCCCc1n(CC(=O)c2ccc(Cl)cc2)c2ccccc2[n+]1C,-5,-0.1,-2,6,2,1.3,28,-3,0
C[C@@H]1CN([C@@H](C)CO)C(=O)Cc2cc(NC(=O)Nc3ccc(C(F)(F)F)cc3)ccc2O[C@@H]1CN(C)S(=O)(=O)c1ccc(Cl)cc1,.,-0.1,.,-1,.,.,17,.,0
COC(=O)c1c(-c2ccc(OC)cc2)sc2cc3c(cc12)OCO3,-1,0.1,3,3,-1,.,0,.,1
N/C(=N\O)c1ccccc1-n1cccc1,-3,0.1,1,1,-6,2.9,2,-3,3
O=C(CN1C(=O)CCSc2ccccc21)Nc1ccccc1,0,-0.1,3,2,4,-0.7,7,2,0
CCNc1nc(NCC)nc(OCCNS(=O)(=O)c2cc(C)ccc2C)n1,-4,-0.1,3,9,0,-1.8,-43,-3,0
Cc1cc(NC(=O)CSc2nnc(-c3ccccc3F)n2N)no1,.,-0.1,.,-1,.,.,-2,.,5
CC(C)CC(NC(=O)C1CCC(C)CC1)C(=O)NCc1ccco1 (stereo not drawn),4,0.0,-1,3,3,-0.8,-1,0,0
O=C(C1CC(c2ccc(F)cc2)=NO1)N1CCCc2ccccc21 (stereo not drawn),3,0.1,2,5,2,-0.3,19,-2,0
CCCCNCCCOc1cccc(Cl)c1,-7,0.1,0,7,0,0.1,10,2,0
O=C(CSCSCC(=O)NCC1CCCO1)NCC1CCCO1 (stereo not drawn),3,0.0,4,3,5,0.3,10,-2,0
COc1ccc2c(-c3ccc(SC)cc3)c(-c3ccc(S(C)(=O)=O)cc3)sc2c1,.,0.3,.,5,.,.,9,.,0
CC(=O)c1nnn(-c2ccc(Cl)cc2C#N)c1C,2,0.0,4,2,-10,-0.1,0,1,2
COc1cc(Br)c(C(C)NC(=O)c2ccccc2)cc1OC (stereo not drawn),-1,0.2,-3,-2,1,.,4,1,3
COCCN(CC(=O)NC1CCCCC1)C(=O)c1csnn1,6,-0.1,5,1,-5,2.0,-4,2,0
O=C(NC1CCN(Cc2ccccc2)CC1)c1ccc(Cn2c(=S)[nH]c3ccc(N4CCOCC4)cc3c2=O)cc1,-12,0.2,-16,-2,0,1.2,0,8,0
COc1ccc(CCNC(=O)CNC(=O)c2nn(-c3ccc(OC)c(OC)c3)c(=O)c3ccccc23)cc1OC,4,0.0,5,9,3,-0.9,-12,6,2
COCCn1c(-c2ccsc2)nc2c1c(=O)[nH]c(=O)n2CC(C)C,3,-0.1,8,6,-1,1.9,10,0,0
CC1CCCCC1NC(=O)COC(=O)COc1ccc(Cl)cc1 (stereo not drawn),-5,-0.1,5,-1,0,-3.8,-13,-1,0
O=C(COc1ccccc1)Nc1nn[nH]n1,3,0.1,-3,-11,-9,-3.4,0,-1,1
Cc1nn(Cc2c(F)c(F)c(F)c(F)c2F)c(C)c1NC(=O)c1ccc(COc2cc(Cl)ccc2Cl)cc1,1,0.1,0,-1,-2,-1.6,11,-4,0
O=c1[nH]c(C2CCN(S(=O)(=O)c3cccc(C(F)(F)F)c3)CC2)nc2c1nnn2Cc1cccc(F)c1,0,1.6,9,4,11,1.6,-16,-2,2
CCCn1nc(NS(C)(=O)=O)c2cc3cccc(C)c3nc21,5,0.1,-2,-5,-1,-3.2,-27,1,1
Cc1ccc(C)c(S(=O)(=O)Nc2cccc(-n3cnnn3)c2)c1,-4,-0.3,-2,6,2,-4.9,6,-4,0
COc1ccc(/C(O)=C2/C(=O)C(=O)N(CCN(C)C)C2c2cccnc2)cc1OC (stereo not drawn),1,-0.1,0,-1,1,-0.8,31,3,0
O=C(CCc1nc2ccccc2c(=O)[nH]1)N1CCN(S(=O)(=O)c2cccc([N+](=O)[O-])c2)CC1,4,0.0,9,9,5,-2.2,0,-2,2
CC(=O)OCC1=C(C(=O)O)N2C(=O)[C@@H](NC(=O)Cc3cccs3)[C@H]2SC1,32,0.0,24,6,0,-19,18,-3,23
CC(=O)N/C(N)=N/c1nc(=O)c2ccccc2s1,10,0.1,6,9,0,2.7,-5,0,0
COc1ccc(-n2c(Cn3nnc4ccccc43)n[nH]c2=S)cc1,-11,-0.2,-7,-4,7,3.4,0,12,0
COc1cccc(C(CC(=O)NCCN2CCOCC2)NS(=O)(=O)c2ccc(C)cc2)c1OC (stereo not drawn),-2,0.0,3,5,-8,-1.5,-2,-3,3
CC(C)NC(=O)NC(=O)COC(=O)c1ccccc1Oc1ccccc1,6,-0.1,6,5,4,-1.4,-7,4,1
O[C@@H]1[C@@H](O)C=C2CCN3Cc4cc5c(cc4[C@H]1C23)OCO5 (stereo partly drawn),4,0.0,8,2,-1,.,2,0,0
CCc1nn(CCCC(=O)NCc2ccccc2Br)c(=O)c2cc3occc3n12,2,-0.2,0,6,8,-2.5,5,-3,0
COc1cc(-c2nc3cnccn3c2Nc2c(C)cccc2C)ccc1O,3,0.0,4,-4,11,-1.4,-5,4,5
COc1ccc(NC(=O)CCN2C(=O)c3ccccc3C2=O)cc1,9,-0.3,4,2,0,-2.1,2,2,4
Cc1onc(-c2ccccc2)c1C(=O)NCc1ccco1,0,0.0,3,5,-10,-1.2,11,1,1
c1ccc(Cn2nnnc2C(c2cccs2)N2CCCCCC2)cc1 (stereo not drawn),3,0.0,2,-10,-1,3.1,11,-2,0
COCCn1c(SCC#N)nnc1-c1ccc([N+](=O)[O-])cc1,-6,-0.1,-1,0,-7,-0.9,-5,-3,2
O=[N+]([O-])c1ccccc1S(=O)(=O)N1CCCC(C(F)(F)F)C1 (stereo not drawn),-9,0.0,0,-1,-5,2.0,8,7,2
Cc1cccc(NC(=O)c2cc(S(=O)(=O)c3ccccc3)ccc2Cl)c1,0,0.0,-3,3,-1,-1.7,12,-4,0
O=C(CCNC(=O)c1ccccc1Cl)NN=Cc1ccco1,.,-0.1,.,0,.,.,5,.,6
Cc1ccccc1-n1c(Cn2c(=O)sc3ccccc32)nnc1SCC(=O)Nc1nccs1,-3,0.5,-1,1,2,.,1,1,1
CN1C(=O)CC(NNC(=O)c2ccc(Cl)cc2)C1=O (stereo not drawn),0,0.1,1,7,6,2.3,8,-3,0
Cc1oc(C(C)(C)C)cc1C(=O)Nc1ccc(N2CCOCC2)cc1,5,-0.1,1,1,1,1.3,4,-1,0
CC(=O)c1cccc(S(=O)(=O)NCC2CCCCC2)c1,-16,0.6,-7,-1,-1,-0.6,7,-9,0
COc1ccc(CCCC(=O)N/N=C\c2cccs2)cc1,0,-0.2,4,6,0,-1.5,11,3,1
Cc1cccc(OCC(=O)Nc2ccc(NC(=O)c3ccccc3)cc2)c1,1,-0.2,0,-5,-2,-3.3,13,-2,0
O=C(Nc1ccccc1N1CCCCC1)c1ccc(F)cc1,-4,0.0,0,-2,4,4.8,3,0,1
CCOC(=O)C1ON2CCCCC2C1(O)C(F)(F)F (stereo not drawn),2,0.2,0,-6,-4,-1.6,-17,0,3
O=c1oc2cc(O)ccc2s1,5,-0.1,7,-5,4,0.3,-13,0,0

# The list continues:
SMILES,MCL1-BIM inh,Efflux pump mplx,Bcl-xL primary,GLD-1 TGE inh,PME-1 primary,MEX-5 binding,VLA-4 inh,Fam108B inh,GRK2 inh
COc1ccccc1NC(=O)COC(=O)Cc1c[nH]c2ccccc12,3,-0.1,4,-8,0,2.1,4,2,0
CC(C)C(=O)Nc1nnn(C)n1,1,-0.1,-1,3,5,-1.4,-4,2,2
COc1ccc(C)cc1N(CC(=O)Nc1ccc(S(=O)(=O)N2CCOCC2)cc1)S(C)(=O)=O,13,-0.2,5,1,6,0.9,-2,4,0
CC(C)Oc1ccc(C2NC(=O)NC2=O)cc1 (stereo not drawn),2,0.1,5,4,-1,1.5,9,-1,1
Cc1ccc(N2CC(NS(=O)(=O)c3cccnc3)CC2=O)cc1C (stereo not drawn),-2,0.1,0,6,2,1.0,-3,1,2
COc1ccc2c(c1)CC[C@@H]1[C@@H]2CC[C@]2(C)C(=O)CC[C@@H]12,1,0.0,7,3,-9,0.9,15,-1,0
Cc1ccc2nc(N3CCC(C(=O)NC4CCCCC4)CC3)sc2c1,-1,-0.3,-3,-5,-5,0.6,7,1,0
CC1=C(C(=O)OC(C)C)C(C)C(C(=O)OC(C)C)=C(C)N1,11,0.0,3,-1,6,-4.9,-3,3,6
CCc1ccc(OCC2c3cc(OC)c(OC)cc3CCN2C(C)=O)cc1 (stereo not drawn),-2,0.2,-1,7,4,-0.9,-8,-3,4
CC(C)CN(CC(C)C)C(=O)CN1C(=O)NC2(CCc3ccccc3C2)C1=O (stereo not drawn),-16,0.1,-6,-6,2,-3.2,-22,0,1
Cc1ccc(S(=O)(=O)N2CCOCC2)cc1NC(=O)COC(=O)CNC(=O)c1ccccc1,-11,9.1*,1,-3,4,0.5,16,2,1
CCOC(=O)N1CCN(C(=O)COc2cccc3c2CCN(Cc2ccc(F)cc2)C3=O)CC1,-2,0.3,-2,-3,5,-2.9,36,-6,3
CN(C(=O)CN1CCC(NC(=O)C2CCCCC2)CC1)C1CCCCC1,3,0.0,10,5,4,-0.6,7,1,0
COc1cc(/C=N/NC(=O)CN2CCOCC2)ccc1OCc1ccccc1,-1,0.4,2,3,-2,-0.9,10,2,6
O=C(CNS(=O)(=O)c1ccc(Br)cc1)OCc1cc(=O)n2cc(Br)ccc2n1,16,0.2,8,10,-3,-2.5,46,1,16
